# UHRF1 MBD2 ctr – human UHRF1 methylated DNA binding inhibitors | UHRF1 binding to methylated oligo, TR-FRET | actives 0.75% (n = 370,000) | inhibition, % at 4.4 µM | Q96T88; in the data active = inhibition above about 21%;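 also: UHRF1 SRA domain binding a hemimethylated CpG hairpin DNA probe; 0% = median of test compound wells and 100% = reference inhibitor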
# Target sequence (Q96T88 whole entry, looked up, the tested form may be a part): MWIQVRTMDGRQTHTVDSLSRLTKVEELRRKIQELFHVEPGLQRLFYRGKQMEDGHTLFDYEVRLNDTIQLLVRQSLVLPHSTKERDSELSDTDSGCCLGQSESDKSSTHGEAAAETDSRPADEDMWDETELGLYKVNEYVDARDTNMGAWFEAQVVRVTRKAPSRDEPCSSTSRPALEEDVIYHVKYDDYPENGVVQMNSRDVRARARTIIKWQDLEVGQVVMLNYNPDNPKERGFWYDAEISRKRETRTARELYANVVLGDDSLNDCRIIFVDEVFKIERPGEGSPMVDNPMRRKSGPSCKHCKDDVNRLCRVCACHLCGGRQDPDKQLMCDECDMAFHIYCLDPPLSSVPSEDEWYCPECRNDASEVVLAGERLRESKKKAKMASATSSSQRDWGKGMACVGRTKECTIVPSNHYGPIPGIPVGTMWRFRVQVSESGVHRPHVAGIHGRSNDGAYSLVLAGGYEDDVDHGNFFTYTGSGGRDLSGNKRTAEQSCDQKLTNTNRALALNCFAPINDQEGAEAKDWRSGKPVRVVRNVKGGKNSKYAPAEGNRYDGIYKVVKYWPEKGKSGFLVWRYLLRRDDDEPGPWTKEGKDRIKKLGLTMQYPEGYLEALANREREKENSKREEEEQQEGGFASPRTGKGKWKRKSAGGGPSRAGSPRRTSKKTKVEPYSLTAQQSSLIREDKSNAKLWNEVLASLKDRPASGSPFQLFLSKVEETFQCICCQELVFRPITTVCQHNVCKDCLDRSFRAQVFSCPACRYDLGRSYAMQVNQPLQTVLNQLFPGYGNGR
# PRMT1 inh – blocks human protein arginine methyltransferase 1 | Q99873 | recombinant PRMT1, activity-based probe fluorescence polarization | inhibition, % at 2.79 µM | actives 1.3% (n = 370,000) | AID 652257;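 active = inhibition above about 21% made by adding two undisclosed values, limit read from the data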
# SIAE inh – blocks human sialic acid acetylesterase; Q9HAT2; actives 0.69% (n = 370,000); inhibition, % at 9.66 µM; SIAE FP-Rh probe binding, fluorescence polarization; AID 1053197;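 active = inhibition above a cutoff: mean of compounds within the control limits plus 3 SD of those, cut at about 17% in these data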;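 also: 0% = plate median of compound wells and 100% = probe without SIAE protein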
# mABHD4 FP – inhibits mouse alpha/beta hydrolase domain 4; Q8VD66; purified mABHD4, FP-Rh probe fluorescence polarization; inhibition, % at 8.92 µM; actives 0.54% (n = 370,000);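 active = inhibition exceeding the mean over every tested compound plus 3 SD, cut at about 30% in these data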;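 also: 0% = plate median of compound wells and 100% = S159A mutant with DMSO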
# Target sequence (Q8VD66 whole entry, looked up, the tested form may be a part): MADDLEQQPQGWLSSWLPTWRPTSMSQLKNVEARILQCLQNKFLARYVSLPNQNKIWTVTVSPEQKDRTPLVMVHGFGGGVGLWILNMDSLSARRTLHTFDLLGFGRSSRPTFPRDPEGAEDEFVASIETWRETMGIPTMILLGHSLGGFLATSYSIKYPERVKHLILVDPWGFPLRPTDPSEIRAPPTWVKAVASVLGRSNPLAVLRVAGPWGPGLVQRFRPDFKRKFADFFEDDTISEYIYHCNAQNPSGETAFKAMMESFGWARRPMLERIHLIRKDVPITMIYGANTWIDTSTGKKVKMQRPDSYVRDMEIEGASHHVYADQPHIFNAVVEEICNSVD
#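 Doses – 8.92 µM, single dose · Material – wild-type mouse ABHD4 protein · Replication – single well per compound (singlicate) · Measure – percent inhibition of probe binding, normalized to plate controls · Schedule – 45 min compound pre-incubation plus 60 min probe step, 25 °C · Detection – fluorescence polarization with parallel and perpendicular emission, 525/598 nm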
# rCAG binder – r(CAG) repeat RNA binding | actives 1.3% (n = 370,000) | inhibition, % at 3 µM | TO-PRO-1 dye displacement fluorescence | AID 651821;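 active = inhibition above the plate cutoff, the mean of all test compounds on that plate plus 3 SD, cut at about 35% in these data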;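 also: 0% = DMSO alone and 100% = 100 µM mitoxantrone as full dye displacement; higher means more dye released from RNA so lower well fluorescence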
# MBD2 inh – blocks human MBD2 binding to methylated DNA | Q9UBB5 | TR-FRET, MBD2 binding to methylated oligonucleotide | inhibition, % at 4.4 µM | actives 0.31% (n = 370,000); in the data active = inhibition above about 13%
# TCR-CD3 inh – inhibitors of human TCR-CD3 interaction; TAMRA-labeled TCR probe fluorescence, biochemical; inhibition, % at 9.4 µM; actives 0.37% (n = 360,000); AID 651800; in the data active = inhibition above about 19%;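 also: recombinant mutant TCR 2C K166C tagged with TAMRA read by polarization; 0% = receptor in buffer alone and 100% = receptor with positive control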
# GC-B act – GC-B (human) receptor activation | HEK293-GC-B cells, CNP EC30, cGMP TR-FRET; 0% at EC30 CNP, 100% saturating CNP | actives 0.11% (n = 370,000) | activation, % at 10 µM | P20594;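 active = activation at 10 µM reaching about 35% in either raw or pattern-adjusted values, limit read from the data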
# HTRA1 inhibitor – blocks human HTRA1 serine peptidase | recombinant HTRA1, FP-rhodamine activity-based probe, fluorescence polarization | actives 0.5% (n = 340,000) | AID 504803 | inhibition, % at 5.96 µM; in the data active = inhibition above about 36%;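 also: 0% = enzyme with DMSO and 100% = wells lacking enzyme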
# NPR1 activator – GC-A (human) enzyme activation. P16066. HEK293 GC-A cells, cGMP TR-FRET, EC30 ANP; 0% at EC30 ANP, 100% saturating ANP. activation, % at 10 µM. actives 0.14% (n = 370,000). AID 1671463; in the data active = activation above about 40%
# An asterisk follows results filed as active; · = not tested or not shown; & = joins results of further samples.
SMILES,UHRF1 MBD2 ctr,PRMT1 inh,SIAE inh,mABHD4 FP,rCAG binder,MBD2 inh,TCR-CD3 inh,GC-B act,HTRA1 inhibitor,NPR1 activator
O=C(NC1CS(=O)(=O)CC1NCc1ccco1)c1ccccc1 (centres undefined),4,1,-4,6,-3,0,-1,0,-8,-4
O=C(c1cc(F)c(F)cc1Cl)N1CCN(c2ncccn2)CC1,0,4,-9,8,-1,-2,-2,2,13,3
O=C(Nn1cnnc1)c1ccccc1Cl,2,-1,-4,5,-4,1,-2,1,12,-3
CN(CC(=O)Nc1ccccc1Br)C(=O)CCSc1ccc(F)cc1,-2,-1,2,4,-6,2,5,-1,-4,2
COc1ccc(C(=O)Nc2ncc3c(n2)CC(C)CC3=O)cc1 (centres undefined),-1,-1,-1,-1,-4,-3,-3,-3,-9,1
O=C(NCC1CCCN(Cc2nccs2)C1)c1cccc2ccccc12 (centres undefined),1,-3,5,13,-5,-3,1,2,3,2
CCOc1ccc(N(C)Cc2cc(=O)oc3ccc(OC)cc23)cc1,-2,-2,6,9,6,-1,-4,-5,10,4
Cc1ccc(C2(C)NC(=O)N(CC(=O)Nc3cc(S(=O)(=O)N(C)C)ccc3C)C2=O)cc1 (centres undefined),-2,-2,-6,4,0,2,3,0,-6,-1
COc1ccc(-n2nc(C(=O)N(C)C3CCCCC3)c3ccccc3c2=O)c(OC)c1,2,5,2,12,-8,3,-1,3,14,2
CCn1c(C)nc2cc(C(=O)NNC(=O)CCC3CCCC3)ccc21,0,2,7,-6,2,-4,1,1,1,-3
CCN(CC)S(=O)(=O)c1ccc(NC(=O)COC(=O)c2ccc(NC(=O)CC#N)cc2)cc1,-1,-3,-37,12,22,-1,20*,-2,-24,1
CSc1nnc(-c2cc[n+](C)cc2)n1CCO,0,1,3,6,-1,4,8,8,-3,1
Cc1cc(SCC(=O)N/N=C/c2ccc(O)c(O)c2O)c(C)cc1Br,1,35*,35*,50*,55*,4,11,-1,62*,-5
CCOC(=O)C1=C(C)N(C)C(C)=C(C(=O)OCC)C1c1ccccc1,0,-2,3,0,-12,-1,11,-10,-3,-23
CC(CCc1ccccc1)NC(=O)C1CCN(S(=O)(=O)N2CCOCC2)CC1 (centres undefined),1,2,-2,2,-8,5,-3,4,3,4
CC(C)(C)OC(=O)N1CCC(c2c(C(=O)N3CCN(C(=O)c4ccco4)CC3)cnn2-c2ccc(F)cc2)CC1,-1,-3,0,2,-3,1,0,1,4,-3
O=C(NNC(=O)c1ccc(Cl)c(Cl)c1)c1ccncc1,-1,1,5,3,1,1,6,-2,·,3
CCOc1ccc(CCNC(=O)COC(=O)C2=NNC(=O)CC2)cc1OCC,1,4,0,7,-2,3,-5,-3,6,0
O=C(N/N=C/c1cccc(Oc2ccccc2)c1)c1ccc(O)cc1O,-2,0,1,-18,29,-2,2,-5,-19,3
CCOc1ccccc1NC(=O)CN1CCC(C(=O)c2ccc(F)cc2)CC1,0,-4,5,0,-5,4,1,0,-27,-3
COc1ccc(S(=O)(=O)N2CCCCC2)cc1NC(=O)c1ccc(OC)c(OC)c1,3,-2,-12,-6,0,4,-7,1,-12,-1
Cc1ccc(NC(=O)C(NCc2ccccn2)c2ccccc2)cc1 (centres undefined),0,-1,-8,3,-4,5,2,5,2,-1
CCOC(=O)/C(C#N)=C/c1cc(C)n(-c2ccc(Br)cc2)c1C,0,-1,0,7,4,-3,-2,-7,·,0
COC(=O)c1cc2c(c3c4cc(C)ccc4n(S(=O)(=O)c4ccc(C)cc4)c13)C(=O)N(Cc1ccc(N(C)C)cc1)C2,-2,4,-7,-3,15,-1,-3,9,·,-1
CCOc1ccccc1NC(=O)COC(=O)/C=C/c1cccs1,-1,-3,3,-2,6,-1,10,1,-16,-2
S=C(Nc1cccnc1)NC1CC2CCC1C2 (centres undefined),2,0,2,2,0,-2,-2,1,4,2
COc1ccc(C(=O)NNC(=O)CSc2nnc(COc3ccccc3)n2C)cc1,0,-1,-2,-1,-5,0,-1,3,-8,-2
CC(C)c1ccc(NC(=O)CCNC(=O)Cn2cnc3ccccc3c2=O)cc1,-3,8,-2,1,-2,-4,4,-5,7,-2
COC(C[C@@H](O)C[C@@H](O)[C@@H](C)OCc1ccccc1)OC,4,-1,-2,-6,3,2,3,0,2,-1
COC(=O)CSc1nc(N)nc(C)c1Cl,-1,5,-4,10,0,4,-2,0,0,1
COc1ncnc2c1ncn2CCCNCCCN1CCCC1=O,0,3,2,2,0,2,-4,7,8,5
CCCC(=O)Nc1c2c(nn1-c1ccc(OC)cc1)CS(=O)(=O)C2,-1,1,2,0,2,-4,6,-3,1,4
CCCn1c(SCC(=O)Nc2ccccc2N2CCOCC2)nc2c1c(=O)n(C)c(=O)n2C,0,-3,-5,2,-5,-3,6,-4,6,-3
O=C(CCn1nnc2ccccc21)OCC(=O)c1ccc(F)cc1,-1,2,2,0,-4,-2,-3,-2,0,0
CC(=O)c1sc(N)nc1C,-2&1,0&-3,5&1,3&2,-1&1,-1&1,6&3,-1&9,0&-6,2&1
COc1cccc2cc(-c3nnc(SCC(=O)Nc4ccc(NC(C)=O)cc4)n3C)oc12,-1,0,0,0,1,3,8,4,-3,-3
C[C@H](CO)N1C[C@H](C)[C@H](CN(C)C(=O)CC2CC2)Oc2cc(Br)ccc2S1(=O)=O,0,2,-1,7,-2,-1,5,-6,0,-9
CC(C)N=C(NC#N)SCc1ccccc1,0,-2,4,-7,1,-9,8,5,2,3
COc1ccc(OC)c(S(=O)(=O)N2CCC3(CC2)CC(=O)c2ccccc2O3)c1,1,1,-2,2,-12,2,-4,-5,-6,-6
COc1cc(C(=O)Nc2cccnc2)cc(OC)c1OC,-1,-1,5,4,2,3,-1,2,3,-2
O=C(CSCc1ccc(F)cc1)Nc1nc2c(s1)CCCC2,0,0,6,5,0,2,11,2,-16,-3
Cc1ccc(-n2nc3c(=O)n(CC(=O)c4ccc(F)cc4)nc(C)c3c2C)cc1,-1,-3,-4,6,-5,3,10,2,2,3
CN(C(=O)CSc1nc(-c2ccc(F)cc2)cs1)C1CCS(=O)(=O)C1 (centres undefined),3,-1,4,2,-2,6,-5,0,-6,2
CCCc1ccc(S(=O)(=O)NCc2nnc(SC)n2C)cc1,5,7,6,-16,0,8,5,-3,-4,-14
Cc1ccc(Nc2nc3c(s2)CCC3)c(C)c1,-3,3,6,8,2,-8,1,-2,-5,-6
CCOc1ccc(-c2nnn(CCC(=O)O)n2)cc1OC,5,3,-9,-14,3,8,1,3,5,1
NC(=O)CC(NC(=O)c1cccc(Br)c1)c1ccc(NC2CCCCCCCCCCC2)c([N+](=O)[O-])c1 (centres undefined),3,4,-4,-13,11,6,-2,3,-4,1
CC(C)(C)OC(=O)C[C@@H]1C/C=C\C[C@@H](CC(=O)N(CCO)Cc2ccccc2)C(=O)NC[C@@H](c2ccccc2)OC1=O,0,-2,0,-3,-12,-4,-1,2,-4,0
COC(=O)c1c(N2C(=O)[C@H]3[C@@H](C2=O)[C@]2(C(=O)Nc4c2ccc(C)c4C)N2CCC[C@@H]32)sc(C)c1C,2,2,2,-3,20,6,-6,2,-11,-2
C=CCNC(=O)c1c(CSc2ccc(Cl)cc2)noc1C(=O)NCc1ccccc1,2,-1,-13,-12,6,-1,-5,1,-46,-3

# Individual results from the list:
# In TCR-CD3 inh, `Cc1ccc(-n2nc3c(=O)n(CC(=O)c4ccc(F)cc4)nc(C)c3c2C)cc1` reads 10
# In SIAE inh, `CC(C)(C)OC(=O)C[C@@H]1C/C=C\C[C@@H](CC(=O)N(CCO)Cc2ccccc2)C(=O)NC[C@@H](c2ccccc2)OC1=O` reads 0
# In MBD2 inh, `CCCc1ccc(S(=O)(=O)NCc2nnc(SC)n2C)cc1` reads 8
# In UHRF1 MBD2 ctr, `O=C(CSCc1ccc(F)cc1)Nc1nc2c(s1)CCCC2` reads 0

# Continuation:
SMILES,UHRF1 MBD2 ctr,PRMT1 inh,SIAE inh,mABHD4 FP,rCAG binder,MBD2 inh,TCR-CD3 inh,GC-B act,HTRA1 inhibitor,NPR1 activator
COc1ccc(C(=O)/C=C/c2ccc(OC)c(CN3CCOCC3)c2)cc1,-4,0,-6,3,-4,-3,3,-7,-9,-1
Cc1ccc(Nc2nnc(SCC(=O)Nc3cccc(S(=O)(=O)NC4=NCCCCC4)c3)s2)c(C)c1,0,-1,-4,10,5,2,-3,-3,-21,0
COc1ccc(CCNC(=O)Cc2cc(OC)c(OC)cc2Br)cc1OC,-1,1,4,-3,0,-4,-1,3,-7,0
CCn1c(SCc2ccccc2)nnc1C1CCN(S(=O)(=O)c2ccc(OC)cc2)CC1,2,1,-1,-2,-10,0,-6,8,-11,-1
COc1ccc(S(=O)(=O)N2CCOCC2)cc1NC(=O)C1CCCCN1S(=O)(=O)c1ccccc1 (centres undefined),2,1,-2,0,6,-1,2,1,-4,1
COc1ccccc1CNC(=O)CCN1C(=O)c2ccccc2C1=O,0,3,-1,0,-3,-4,-6,4,-3,4
COc1cc(-c2coc3c(C(=O)Nc4ccc(C(C)C)cc4)cccc23)ccc1O,0,-1,-7,-8,25,-2,2,-5,·,1
CN1CCN(c2cc(CNC[C@H]3O[C@@H](n4cnc5c(=O)[nH]c(N)nc54)[C@H](O)[C@@H]3O)ccc2F)CC1,4,0,4,2,1,1,-9,2,·,4
Cc1cc(C)c2c(-n3cccc3)nn(C)c2n1,7,1,3,0,1,-3,5,-4,6,-1
Cc1ccc2[nH]c(=O)c(CN(CCO)Cc3nnnn3CCc3ccccc3)cc2c1,-5,2,5,3,0,-5,6,-1,2,-1
Cc1ccc(C(=O)N2CCC(N3CCC(C(=O)N4CCOCC4)CC3)CC2)cc1,4,3,-5,-18,0,7,-8,-1,8,4
COc1ccc(C(=O)NN2C(=O)C3CCC(C)(C2=O)C3(C)C)cc1 (centres undefined),-3,1,1,4,-2,2,3,2,4,4
CC(NCc1cc(Br)ccc1OCC(N)=O)C12CC3CC(CC(C3)C1)C2 (centres undefined),-2,-3,-8,-4,0,3,1,-17,-4,-40
COc1ccccc1C(CNC(=O)c1ccc(NS(=O)(=O)c2ccc(F)c(C)c2)cc1)N1CCCC1 (centres undefined),4,0,-2,-1,-1,6,-15,-6,0,-2
O=C(CCSc1ccccc1)Nc1ccc(S(=O)(=O)N2CCOCC2)cc1,3,-1,4,-15,5,6,-2,4,-9,1
COc1cccc(CC(NC(C)=O)C(=O)NC2CCN(S(=O)(=O)c3ccc(F)cc3)CC2)c1OC (centres undefined),0,-2,-10,2,-7,2,5,3,2,5
CCCNC(=O)Nc1cccc(C(=O)OC)c1,6,6,-2,-10,-3,9,-3,0,1,5
COc1ccc(-c2c(C#N)c(SCC(N)=O)nc3c2CCCC3)cc1,5,-4,-3,-10,-6,-10,-1,-6,-1,-7
O=C1Nc2ccccc2C(O)(C(=O)NC2CC2)N1c1ccc(Cl)c(Cl)c1 (centres undefined),3,-2,0,-4,0,-4,1,-9,-2,-6
Cc1csc(SCc2ccccc2C(=O)O)n1,0,-1,-5,4,-2,-3,3,1,1,2

# Whole records as entered above. Screens in order: UHRF1 MBD2 ctr, PRMT1 inh, SIAE inh, mABHD4 FP, rCAG binder, MBD2 inh, TCR-CD3 inh, GC-B act, HTRA1 inhibitor, NPR1 activator
# Record of COc1ccc(-c2c(C#N)c(SCC(N)=O)nc3c2CCCC3)cc1 : 5, -4, -3, -10, -6, -10, -1, -6, -1, -7
# Record of Cc1csc(SCc2ccccc2C(=O)O)n1 : 0, -1, -5, 4, -2, -3, 3, 1, 1, 2
# Record of O=C(CCSc1ccccc1)Nc1ccc(S(=O)(=O)N2CCOCC2)cc1 : 3, -1, 4, -15, 5, 6, -2, 4, -9, 1

# Screening data deposited in PubChem BioAssay by several laboratories.

# This is a subset; count on the stated rates, not on these rows.
